RAD52 anneal inh = blocks human RAD52 DNA annealing | AID 651710 | recombinant RAD52 DNA annealing, FRET fluorescence | 0.46% of 360,000 active | inhibition, % at 18.7 µM;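 active means every replicate showing at least 50% inhibition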
RAD54 branch = RAD54 (human) branch migration inhibition; 0.14% of 360,000 active; Q92698; AID 602329; RAD54 Holliday junction branch migration, FAM/BHQ fluorescence; inhibition, % at 10.4 µM;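 active means mean normalized replicate activity at least 40 and at least half of replicates scoring 40 or more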;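 further: 0% = median of neutral control wells and 100% = median of positive control wells; inhibitors cause a drop in the FAM fluorescence signal; in these data hits start at about 50%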
E-selectin induc = induces E-selectin expression in human endothelial cells | AID 686992 | 0.37% of 260,000 active | HUVEC E-selectin immunofluorescence imaging; normalized: neutral wells 0, TNF-alpha wells 100 | activation, % at 7.58 µM | P16581;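 active means mean E-selectin-positive cell signal at least 10% of the positive control, reached in at least 60% of replicates, without over 20% cell loss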;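 further: in these data hits start at about 27%; measured in HUVEC primary endothelial cells; signal is the percent of cells scored E-selectin positive by PE staining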
Target sequence (P16581 whole entry, looked up): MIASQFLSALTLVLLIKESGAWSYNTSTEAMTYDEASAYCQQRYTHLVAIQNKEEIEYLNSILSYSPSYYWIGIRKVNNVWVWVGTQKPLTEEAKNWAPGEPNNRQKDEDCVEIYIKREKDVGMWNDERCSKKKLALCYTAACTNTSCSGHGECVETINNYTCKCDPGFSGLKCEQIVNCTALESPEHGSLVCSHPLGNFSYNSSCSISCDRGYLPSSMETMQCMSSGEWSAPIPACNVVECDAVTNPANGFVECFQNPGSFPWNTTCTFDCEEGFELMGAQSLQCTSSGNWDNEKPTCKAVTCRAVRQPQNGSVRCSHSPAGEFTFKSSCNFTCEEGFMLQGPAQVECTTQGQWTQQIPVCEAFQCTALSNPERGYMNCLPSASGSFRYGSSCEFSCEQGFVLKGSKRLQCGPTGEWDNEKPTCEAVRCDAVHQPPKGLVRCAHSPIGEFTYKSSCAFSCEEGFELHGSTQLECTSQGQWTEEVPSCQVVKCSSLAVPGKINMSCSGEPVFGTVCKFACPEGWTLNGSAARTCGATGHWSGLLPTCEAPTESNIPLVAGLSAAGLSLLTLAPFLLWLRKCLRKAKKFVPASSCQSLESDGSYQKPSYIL
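Material: HUVEC primary endothelial cells; Amount: 3,000 cells per well; Dosing: single concentration; Medium: EGM-2 growth medium on 0.1% gelatin-coated wells; Read-out basis: percent E-selectin-positive cells; Signal: immunofluorescence imaging; Control set: TNF-alpha, DMSO.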
esBAF inh = SWI/SNF esBAF complex inhibition | mouse ES cells, Bmi1-luciferase knock-in reporter, 24 h; 100% = twice the neutral-well signal | 2% of 350,000 active | reporter increase, % at 12.5 µM; in the data active means activation above about 40%;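 further: 0% = median of the plate's neutral control wells and 100% = double that signal; a rise in the Bmi1 reporter signal indicates esBAF inhibition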
PglD DTNB = blocks C. jejuni PglD acetyltransferase activity | 0.098% of 360,000 active | inhibition, % at 12.5 µM | purified PglD enzyme, DTNB colorimetric CoA detection; in the data active means inhibition above about 16%, passing the limit was not always enough; further: strong numbers were not always called active
ERp5 block = ERp5 (human) disulfide isomerase inhibition. Q15084. ERp5 insulin aggregation, absorbance 650 nm, 90 min. inhibition, % at 9.99 µM. 0.05% of 350,000 active. AID 651711;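 active means mean replicate inhibition above about 25%, with every replicate also reaching it, limit read from the data, passing the limit was not always enough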
Target sequence (Q15084 whole entry, looked up): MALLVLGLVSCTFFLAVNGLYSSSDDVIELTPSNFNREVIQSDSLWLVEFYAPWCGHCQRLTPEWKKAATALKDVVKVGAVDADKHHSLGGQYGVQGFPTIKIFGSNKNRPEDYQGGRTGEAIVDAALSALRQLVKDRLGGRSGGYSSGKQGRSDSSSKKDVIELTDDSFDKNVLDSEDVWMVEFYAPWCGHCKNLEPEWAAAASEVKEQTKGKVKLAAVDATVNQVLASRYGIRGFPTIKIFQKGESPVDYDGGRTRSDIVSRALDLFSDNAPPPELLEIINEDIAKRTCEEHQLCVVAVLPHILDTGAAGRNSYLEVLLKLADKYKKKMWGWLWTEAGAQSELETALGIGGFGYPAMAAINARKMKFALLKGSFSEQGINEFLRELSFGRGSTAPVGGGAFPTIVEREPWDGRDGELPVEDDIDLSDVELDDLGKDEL
ARNT-TACC3 inh = ARNT/TACC3 interaction disruption; Q9Y6A5; AlphaScreen His-ARNT PAS-B/GST-TACC3 binding, luminescence; TACC3 fragment carries E629A point mutation; inhibition, % at 9.99 µM; 0.66% of 390,000 active;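 active means mean inhibition of replicates at least 50% and at least half of replicates each reaching 50%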;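 further: 0% = complete ARNT plus TACC3 wells and 100% = ARNT alone without TACC3; many hits fall short of the cut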
CASP6 VEID inh = caspase-6 (human) enzyme inhibition | P55212 | purified caspase-6, Z-VEID-R110 cleavage fluorescence | inhibition, % at 12.5 µM | 0.53% of 350,000 active | AID 686996;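 active means mean inhibition across replicates at least about 35%, with every replicate also reaching that limit, limit read from the data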;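 further: 0% = median of neutral control wells and 100% = no fluorescence left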
Starred values were filed as active, the others as inactive; . = not tested or not shown; & = joins results of further samples.

1: Cc1[nH]c(=O)[nH]c(=O)c1S(=O)(=O)N(C)Cc1ccccc1
2: CC1(Cc2cccc(C(F)(F)F)c2)C(=O)Nc2ccc(-c3ccc(F)c(Cl)c3)cc21 (centres undefined)
3: CCCNC(=O)C[C@@H]1C[C@H]2c3cc(NC(=O)NC4CCCC4)ccc3O[C@H]2[C@H](CO)O1
4: COc1ccc(-c2noc(CN(C)C(=O)c3ccc4c(c3)OCO4)n2)cc1OC
5: N/C(Cn1cncn1)=N\NC(=O)C(=O)Nc1cccc(C(F)(F)F)c1
6: COc1ccccc1N(Cc1ccccc1)S(=O)(=O)c1cccc(C(=O)N2CCCCC2)c1
7: S=C(NCc1ccc2c(c1)OCO2)NCc1ccco1
8: CC(C)C(=O)NS(=O)(=O)c1ccc(NS(C)(=O)=O)cc1
9: CC(=O)Nc1cccc(NC(=O)CSc2nn3c(=O)c(C)nnc3s2)c1
10: COC(=O)c1c(NS(C)(=O)=O)sc2c1CCCC2

entry no.	1	2	3	4	5	6	7	8	9	10
PglD DTNB	-5.8	-6.0	0.9	6.4	-9.6	2.0	.	.	1.2	-0.6
RAD52 anneal inh	.	-5.6	-2.9	0.2	-1.4	-4.9	-36.0	-2.3	-2.0	.
ERp5 block	.	7.2	1.6	3.6	3.3	9.2	-2.3	1.5	1.5	.
E-selectin induc	.	0.6	0.0	.	-0.3	0.3	-0.1	2.9	0.2	.
CASP6 VEID inh	.	-1.0	-3.0	-1.8	-2.6	-1.3	11.5	0.7	0.6	.
RAD54 branch	-2.4	1.3	-2.1	10.5	0.4	-15.9	.	.	-20.3	3.0
esBAF inh	-3.7	3.3	1.6	2.4	-1.3	2.2	.	.	-6.2	0.4
ARNT-TACC3 inh	-3.7	.	1.3	-2.7	23.1	-4.4	3.3	-0.4	66.8*	-23.2

11: COc1ccc(NC(=O)C2(C)Cc3c(-c4ccc(N(C)C)cc4)ccnc3O2)cn1 (centres undefined)
12: O=C(O)c1cccc(-n2cccc2/C=C2\SC(=O)N(Cc3ccccc3F)C2=O)c1
13: COCc1cn(CC[C@@H]2CC[C@H](NC(=O)Nc3ccc4c(c3)OCO4)[C@H](CO)O2)nn1
14: CCC(=O)N[C@@H]1CC[C@@H](CCn2cc(C3CC3)nn2)O[C@H]1CO
15: COc1cc(/C=C(/C#N)c2nc3ccccc3[nH]2)ccc1OC(=O)c1ccco1
16: Nc1c(-c2ccc3c(c2)OCCO3)oc2ccccc2c1=O
17: C[C@@H]1CCCCO[C@@H](CN(C)CC2CCCCC2)[C@H](C)CN([C@@H](C)CO)C(=O)c2cc(NC(=O)CCC(F)(F)F)ccc2O1
18: CC1CCC(NC(=O)c2ccc(S(C)(=O)=O)cc2)CC1 (centres undefined)
19: Cc1c(OC(C)C(=O)NCC(O)c2ccccc2)ccc2c3c(c(=O)oc12)CCCC3 (centres undefined)
20: COCCN(Cc1ccc(OC)cc1)c1c(C)nc2ccc(C(=O)NCCc3c[nH]c4ccccc34)cn12

entry no.	11	12	13	14	15	16	17	18	19	20
PglD DTNB	2.6	.	-6.5	-0.2	-0.3	0.4	-1.6	.	.	-0.5
RAD52 anneal inh	-22.6	-10.0	10.9	-11.3	.	-13.2	.	-6.3	-16.2	-20.6
ERp5 block	6.8	-5.2	-3.9	2.8	.	0.3	.	0.8	2.3	-1.1
E-selectin induc	-0.2	.	-0.1	0.9	.	.	0.0	.	.	0.6
CASP6 VEID inh	0.8	85.9*	-2.3	0.0	.	-5.1	.	2.2	2.3	-2.2
RAD54 branch	-12.2	.	-4.0	-4.5	1.0	-1.5	9.3	.	.	12.6
esBAF inh	.	.	0.3	-4.3	36.1	34.6	2.2	15.0	-3.5	-4.1
ARNT-TACC3 inh	.	6.2	-7.4	-18.9	-1.7	-8.0	-5.9	-2.7	.	.

21: COCCNC(=O)C1CCCN(C(=O)c2ccc3sccc3c2)CC1 (centres undefined)
22: O=C1C(=Cc2cccn2-c2ccc(O)cc2)C(=O)c2ccccc21
23: Cc1cc2ncn(CCC(=O)NC(C)(C)C)c2cc1C
24: COCCN1CCN(C(=O)c2ccc3oc(CCc4ccccc4)nc3c2)CC1
25: CCC1Sc2ccc(S(=O)(=O)CCC(=O)Nc3ccccc3Br)cc2NC1=O (centres undefined)
26: C[C@H](CO)N1C[C@H](C)[C@@H](CN(C)S(=O)(=O)c2cn(C)cn2)Oc2ccc(NS(=O)(=O)c3ccc(F)cc3)cc2C1=O
27: O=C(CCCn1cncn1)N1CCCC(N2CCN(c3ccc(F)cc3)CC2)C1 (centres undefined)
28: O=C(C[C@@H]1C[C@H]2c3cc(NC(=O)NC4CCCC4)ccc3O[C@H]2[C@@H](CO)O1)NCC1CC1
29: Cc1cnc(NS(=O)(=O)c2ccc(N)cc2)nc1-c1ccccc1O
30: O=C(C1CCCCC1)N1CC(=O)N2[C@H](CO)[C@@H](c3ccc(C#Cc4cccc(F)c4)cc3)[C@H]2C1

entry no.	21	22	23	24	25	26	27	28	29	30
PglD DTNB	-4.0	6.8	.	-0.5	-0.6	.	-2.4	3.2	0.5	.
RAD52 anneal inh	3.4	.	-13.4	-12.3	-3.1	4.0	-9.2	-8.4	-13.0	-6.2
ERp5 block	2.1	.	-0.2	0.4	-3.9	-6.2	-2.3	-2.0	-12.2	1.4
E-selectin induc	0.0	.	.	-0.2	.	-0.3	-0.1	0.1	2.4	-0.4
CASP6 VEID inh	1.1	.	-1.4	-0.1	1.1	-1.3	-0.4	-1.7	0.4	-0.8
RAD54 branch	-4.3	-8.7	.	-1.9	-1.9	.	0.7	5.7	-4.9	.
esBAF inh	6.2	2.0	.	.	-7.2	.	-5.6	-4.5	3.3	.
ARNT-TACC3 inh	.	-10.1	-12.4	-1.9	2.5	.	1.9	-2.8	.	.

31: O=C1CC(c2ccccc2F)c2cc3c(cc2N1)CCC3 (centres undefined)
32: COCC(=O)Nc1ccc2c(c1)OCC(=O)N2Cc1ccc(C)cc1
33: COc1ccccc1C#Cc1cnc2c(c1)C(=O)N([C@@H](C)CO)C[C@@H](C)[C@@H](CN(C)S(=O)(=O)c1cn(C)cn1)O2
34: COc1cccc(OCc2cc(C(=O)N3CCN(c4ccccc4O)CC3)no2)c1
35: O=C(NC1CCCCC1)N1CCCC1
36: CCN(CC)c1ccc(NC(=O)CC2Oc3ccccc3NC2=O)c(C)c1 (centres undefined)
37: CCCCC(=O)O[C@]1(C(=O)CO)CC[C@H]2[C@@H]3CCC4=CC(=O)CC[C@]4(C)[C@H]3[C@@H](O)C[C@@]21C
38: COc1ccc(CNC(=O)c2cccc3c(-c4cccnc4)coc23)cc1OC
39: CN(C)c1ccc(C(=O)NC2(N3CCC3=O)CCCC2)cc1
40: O=C(CC(c1ccc(F)cc1)c1ccco1)N1CCCC1 (centres undefined)

entry no.	31	32	33	34	35	36	37	38	39	40
PglD DTNB	-3.7	-5.1	10.0	-0.9	4.3	3.3	-1.9	-7.0	.	1.3
RAD52 anneal inh	.	-22.6	11.3	-4.2	.	-10.6	-7.9	4.9	-15.7	.
ERp5 block	.	0.7	-4.0	0.9	.	-2.4	2.4	9.2	5.7	.
E-selectin induc	.	.	0.0	.	.	.	-0.5	0.0	.	.
CASP6 VEID inh	.	0.6	-0.3	8.9	.	0.3	-3.4	18.7	-3.6	.
RAD54 branch	-4.3	2.0	3.8	2.8	-1.9	0.9	9.8	-2.5	.	-2.8
esBAF inh	3.8	15.3	-6.5	48.7*	-11.6	-6.1	2.2	-12.9	.	3.3
ARNT-TACC3 inh	-0.8	-0.3	-4.1	3.5	-1.3	18.1	-4.1	.	2.2	-6.6

41: O=C(CN(C1CCCCC1)S(=O)(=O)c1ccc(F)cc1)Nc1ccc2c(c1)OCO2
42: CCOc1ccc(CC(=O)C2C(=O)CCCC2=O)cc1OCC
43: C[C@@H]1CN([C@@H](C)CO)C(=O)c2cc(NC(=O)C3CCCCC3)ccc2O[C@H]1CN(C)C(=O)Nc1ccc(C(F)(F)F)cc1
44: C=CCc1cccc(C=Nc2cccn3cc(-c4ccccc4)nc23)c1O
45: O=C(COC(=O)c1cccnc1)Nc1ccc(F)cc1
46: CC(=O)c1ccc(C(=O)N(CCN(C)C)c2nc3c(Cl)cccc3s2)cc1
47: O=C(NC1CCCCC1)C(c1ccc(F)cc1)N(CCc1ccccc1)C(=O)CN1C(=O)c2ccccc2S1(=O)=O (centres undefined)
48: Nn1c(SCc2cccc(Cl)c2)nnc1-c1ccncc1
49: N#Cc1cccc(OCC(=O)NC(=O)NCc2ccccc2)c1
50: COC(=O)c1c(C)oc(C)c1S(=O)(=O)Nc1ccccc1

entry no.	41	42	43	44	45	46	47	48	49	50
PglD DTNB	-2.7	-3.0	3.7	.	0.7	-4.8	-6.1	-0.5	.	5.3
RAD52 anneal inh	.	.	10.7	0.6	.	29.5	-36.4	-14.1	-5.3	0.8
ERp5 block	.	.	-5.4	3.2	.	5.7	2.4	4.3	-4.2	0.5
E-selectin induc	.	.	-0.1	-0.5	.	-1.5	.	0.0	1.1	-0.1
CASP6 VEID inh	.	.	-3.2	-2.1	.	-2.8	-5.9	-0.2	-4.4	0.6
RAD54 branch	-10.4	-0.3	-31.5	.	-10.9	28.2	-1.2	2.6	.	2.2
esBAF inh	6.9	6.8	1.2	34.1	-4.8	.	3.8	-0.3	.	8.3
ARNT-TACC3 inh	8.8	15.9	-4.5	-4.0	-6.4	0.1	-1.1	-7.2	-3.3	4.4

Rewritten as labelled records: entries from further up
#32 COCC(=O)Nc1ccc2c(c1)OCC(=O)N2Cc1ccc(C)cc1
  PglD DTNB: -5.1	RAD52 anneal inh: -22.6	ERp5 block: 0.7	E-selectin induc: .	CASP6 VEID inh: 0.6	RAD54 branch: 2.0	esBAF inh: 15.3	ARNT-TACC3 inh: -0.3
#36 CCN(CC)c1ccc(NC(=O)CC2Oc3ccccc3NC2=O)c(C)c1 (centres undefined)
  PglD DTNB: 3.3	RAD52 anneal inh: -10.6	ERp5 block: -2.4	E-selectin induc: .	CASP6 VEID inh: 0.3	RAD54 branch: 0.9	esBAF inh: -6.1	ARNT-TACC3 inh: 18.1
#7 S=C(NCc1ccc2c(c1)OCO2)NCc1ccco1
  PglD DTNB: .	RAD52 anneal inh: -36.0	ERp5 block: -2.3	E-selectin induc: -0.1	CASP6 VEID inh: 11.5	RAD54 branch: .	esBAF inh: .	ARNT-TACC3 inh: 3.3

More results.
51: COc1cccc2cc(C(=O)OCc3ccccc3)c(=O)oc12
52: Cc1cc(C)n(CC(O)COc2ccccc2Br)n1 (centres undefined)
53: Cc1noc(C)c1S(=O)(=O)N(C)C[C@H]1OCc2cn(nn2)CCCC(=O)N([C@@H](C)CO)C[C@@H]1C
54: CC1CCN(S(=O)(=O)c2nnc(NC(=O)COc3ccccc3F)s2)CC1
55: O=C(COC(=O)/C=C/c1ccc(F)cc1)Nc1ccc2[nH]c(=O)[nH]c2c1
56: COc1ccc(NC(=O)N(C)C[C@H]2Oc3c(NC(=O)NC(C)C)cccc3C(=O)N([C@H](C)CO)C[C@H]2C)cc1
57: Cc1ccc(N2CC(C(=O)OCC(=O)c3ccc(F)cc3)CC2=O)cc1 (centres undefined)
58: c1ccc(-c2n[nH]nc2-c2ccccc2)cc1

entry no.	51	52	53	54	55	56	57	58
PglD DTNB	1.1	-7.6	5.2&4.2	1.6	.	-1.8	4.4	4.8
RAD52 anneal inh	-10.3	-20.5	-3.4&4.4	-7.7	-4.0	24.6	3.7	.
ERp5 block	-1.3	1.1	-2.7&1.1	-5.3	2.5	0.5	2.9	.
E-selectin induc	.	0.3	1.0	.	.	-0.2	0.3	.
CASP6 VEID inh	0.6	-0.5	-1.5&-1.2	-0.5	0.4	0.3	6.6	.
RAD54 branch	-8.6	-16.3	0.9&9.9	-13.6	.	-4.0	5.8	8.7
esBAF inh	4.6	25.9	-0.7&-0.4	1.0	-1.6	3.2	-11.5	9.5
ARNT-TACC3 inh	-4.6	-2.8	-5.0	31.3	13.7	-11.2	-5.7	-4.4

Compound activity: PubChem BioAssay, Broad Institute
